# CHT block: human CHT choline transport inhibition; Q9GZV3; CHT-expressing cells, membrane potential dye, choline response; active compounds read low; B-score at 10 µM; hit rate 0.86% among 310,000;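 active means B-score over 3 SD under the library average, and starting fluorescence ratio not unusually high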;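 further: choline stimulus applied at its EC90 after an EC20 pre-addition; B-score computed on integrated fluorescence ratio after choline addition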
# Target sequence (Q9GZV3 whole entry, looked up): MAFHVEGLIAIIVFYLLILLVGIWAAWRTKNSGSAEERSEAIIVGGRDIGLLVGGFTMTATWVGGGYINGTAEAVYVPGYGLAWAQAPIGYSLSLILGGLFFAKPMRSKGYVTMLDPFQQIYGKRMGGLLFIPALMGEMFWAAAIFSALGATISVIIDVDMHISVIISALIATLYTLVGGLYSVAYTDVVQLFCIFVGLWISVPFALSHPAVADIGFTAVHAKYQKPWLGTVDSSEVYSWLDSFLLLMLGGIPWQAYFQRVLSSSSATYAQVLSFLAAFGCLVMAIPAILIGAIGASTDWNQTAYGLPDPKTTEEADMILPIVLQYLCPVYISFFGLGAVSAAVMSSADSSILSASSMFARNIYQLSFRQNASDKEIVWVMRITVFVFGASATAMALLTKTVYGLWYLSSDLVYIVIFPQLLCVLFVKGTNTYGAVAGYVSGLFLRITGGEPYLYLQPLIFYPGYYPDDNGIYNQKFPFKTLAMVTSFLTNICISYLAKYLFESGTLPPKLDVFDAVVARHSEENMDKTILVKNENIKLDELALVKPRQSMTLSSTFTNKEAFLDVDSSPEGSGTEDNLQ
# CHT PAM: allosterically activates the human high affinity choline transporter | B-score at 10 µM | CHT-expressing cells, membrane potential dye, choline EC20; active compounds read high; LV-AA mutant CHT in HEK293 cells | hit rate 0.49% among 310,000 | AID 488977 | Q9GZV3;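 active means initial fluorescence not abnormally high and integrated response B-score, plate-corrected, over 3 SD above library mean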
# Numbers without * were called inactive; i = inactive. The order is random; 1.4% or so of the library scored in one or more.
# A first look:
SMILES,CHT block,CHT PAM
O=C(NCc1ccc(Cl)cc1)C1CCCN(c2ncnc3c2nc2n3CCCCC2)C1 (stereo not given),i,i
COc1ccc(NC(C)C(=O)N/N=C/c2c(O)ccc3ccccc23)cc1 (stereo not given),i,i
CC(C)CCC(O)(CCC(C)C)C(=O)NNc1ccccc1,i,i
COc1cc(NC(=O)CCC(=O)Nc2ccc3nc(N4CCOCC4)cc(C)c3c2)cc(OC)c1OC,i,i

# The listing, previewed entries included:
SMILES,CHT block,CHT PAM
O=C(NCc1ccc(Cl)cc1)C1CCCN(c2ncnc3c2nc2n3CCCCC2)C1 (stereo not given),i,i
COc1ccc(NC(C)C(=O)N/N=C/c2c(O)ccc3ccccc23)cc1 (stereo not given),i,i
CC(C)CCC(O)(CCC(C)C)C(=O)NNc1ccccc1,i,i
COc1cc(NC(=O)CCC(=O)Nc2ccc3nc(N4CCOCC4)cc(C)c3c2)cc(OC)c1OC,i,i
O=C(C1=C[C@H](c2ccc(C(F)(F)F)cc2)C[C@H](OCc2ccc(CO)cc2)O1)N1CCN(Cc2ccccc2)CC1,i,i
C/C(=N\NC(=S)NCc1ccccc1)c1cccc(Br)c1,i,i
CCC(C)(C(=O)NC1CCCCC1)N(C(=O)c1cnccn1)c1c(C)n(C)n(-c2ccccc2)c1=O (stereo not given),i,i
CCCCSC1=C(C#N)C(c2ccccc2C)CC(=O)N1 (stereo not given),i,i
O=C(Cc1cccs1)N(CC1CCCO1)C1(C(=O)NC2CCCCC2)CCCCC1 (stereo not given),i,i
O=C(Nc1ccc2c(c1)OCO2)C(c1ccc(Cl)cc1)N1CCN(C(=O)c2ccco2)CC1 (stereo not given),i,i
O=C(Nc1nnc(C2CC2)s1)c1cc(S(=O)(=O)N2CCN(c3ccccc3)CC2)ccc1Cl,i,i
O=S(=O)(c1ccccc1)N(CC(O)CN1CCCCC1)c1ccccc1 (stereo not given),i,i
CCOc1ccc(CNC(=O)c2cccc(NC(=O)C3=C(C)OCCS3)c2)cc1,i,i
COc1ccc(N2CSC3=C(C#N)C(c4cc(OC)ccc4OC)CC(=O)N3C2)c(OC)c1 (stereo not given),i,i
CCSC1=NC(C)(C)C=C(/C=C/c2ccc(Cl)cc2Cl)N1,i,i
Cc1cc(NC(=O)CN2CCCC(C)C2)no1 (stereo not given),i,i
COc1cc(/C=C(\C#N)C(=O)Nc2cccnc2)ccc1OC(C)C,i,i
COc1ccc(NS(=O)(=O)c2cc(NC(=O)c3ccncc3)ccc2N2CCOCC2)cc1,i,i
CCn1nc(C)cc1C(=O)N1CCCC(C(=O)c2ccccc2SC)C1 (stereo not given),i,i
COc1cccc(CNC(=O)c2ccc3c(c2)N(C)CCS3)c1OC,i,i
O=C(COC(=O)c1ccccn1)NCc1ccccc1Cl,i,i
CC(C)[C@H]1COCCS(=O)(=O)N1Cc1cccc(Cl)c1,i,i
Cc1ccc(-c2csc3nc4ccc(C(=O)NCCO)cc4c(=O)n23)cc1,i,i
O=C(CN1CCN(c2ncc(C(F)(F)F)cc2Cl)CC1)NCCNc1ncc(C(F)(F)F)cc1Cl,i,i
CNC(=O)c1ccsc1NC(=O)c1ccc(S(=O)(=O)N2CCOCC2)cc1,i,i
# The list goes on.
SMILES,CHT block,CHT PAM
CCOc1ccc(C(=O)NCC(=O)N2CCC(C)CC2)cc1OCC,i,i
S=c1[nH]nc(COc2ccccc2)n1/N=C/c1ccccc1Br,i,i
C=CCn1c(C(C)NC(=O)c2ccc(C)cc2)n[nH]c1=S (stereo not given),i,i
CCOC(=O)C1=C(N)Oc2c(oc(CO)cc2=O)C1c1c(F)cccc1Cl (stereo not given),i,i
CN(C)CCN1C(=O)C(O)=C(C(=O)c2cc3ccccc3o2)C1c1ccc(N(C)C)cc1 (stereo not given),i,i
O=C(N/N=C/c1cn(-c2cccs2)nc1-c1ccccc1)c1ccccc1Br,i,i
O=C(N/C(=C\c1cccc([N+](=O)[O-])c1)C(=O)N1CCOCC1)c1ccco1,i,i
N#CCc1cccnc1Sc1ccc(Cl)cc1,i,i
COc1ccc(NC(=O)NCc2ccc3c(c2)OCO3)c(OC)c1,i,i
O=S(=O)(Cc1cc(Sc2ccccc2)nc(-c2ccccc2)n1)c1ccccc1,i,i
COC(=O)c1cccnc1-n1c(=O)c2cccnc2n(CC(=O)Nc2ccc(Br)cc2)c1=O,i,i
COc1ccccc1NS(=O)(=O)c1ccc(C)c(C(=O)NCC(c2ccco2)N2CCCCC2)c1 (stereo not given),-16.1*,i
CCS(=O)(=O)c1ccc2oc(Nc3ccc(C(C)C)cc3)nc2c1,i,i
COc1cc2c(cc1OC)CN(C(=O)CNC(=O)c1ccc(OC(F)F)cc1)CC2,i,i
COc1ccc(C2=NCC(CSc3nnc(-c4ccc5c(c4)OCO5)o3)S2)cc1 (stereo not given),i,i
CCOC(=O)N1CCC(NC(=O)c2cn(-c3ccc(OC)cc3)c(=O)c3ccccc23)CC1,i,i
COCCOc1ccc(C(F)(F)F)cc1NC(=O)c1ccccc1,i,i
O=C(Nc1cccnc1)c1ccc(Br)c(S(=O)(=O)N2CCCC2)c1,i,i
Cc1cc(C)c(S(=O)(=O)c2ccccc2Cl)c(=O)[nH]1,i,i
Cc1ccc(S(=O)(=O)CCC(=O)Nc2ccc(F)cc2)cc1,i,i
CNC(=O)c1ccc(N(Cc2ccccc2C)S(C)(=O)=O)cc1,i,i
COCCNC(=S)c1ccc(Br)cc1,i,i
S=C(Nc1ccccc1)N1CCOCC1,i,i
O=C(NNS(=O)(=O)c1ccccc1[N+](=O)[O-])c1ccncc1,i,i
O=C(NCCc1ccccc1)C1CCN(S(=O)(=O)c2ccccc2)CC1,i,i
# Later entries
SMILES,CHT block,CHT PAM
C/C(Cn1nnc2ccccc21)=N/OC(=O)c1c(F)cccc1F,i,i
CCCCCn1c(CN2CCN(Cc3ccccc3)CC2)nc2c1c(=O)n(C)c(=O)n2C,i,i
CCCCOc1cccc(/C=N/NC(=O)c2csc(C)c2C)c1,i,i
Nc1nc(SCC(=O)Nc2ccc3c(c2)OCO3)n[nH]1,-5.06*,i
Cc1ccc(-c2nc3c4ccccc4ccn3c2CN2CCCCC2)cc1,i,i
O=C(c1cccc(NS(=O)(=O)c2ccccc2)c1)N1CCCC1,i,i
Cc1nn(CC(=O)Nc2ccc(S(N)(=O)=O)cc2)c(=O)c2ccccc12,i,i
CCn1c(N2CCN(CC(=O)c3c(C)n(C)c4ccc(OC)cc34)CC2)nc2c1c(=O)[nH]c(=O)n2C,i,i
COCCNC(=O)c1c[nH]c2ccc(S(=O)(=O)N(C)c3ccc(C)c(C)c3)cc2c1=O,i,i
CC(=O)c1sc(=S)n(-c2ccc(Cl)cc2)c1C,i,i
OC1(C2(O)CC(c3ccccc3)ON2)CCCCC1 (stereo not given),i,i
c1cncc(-c2nn[nH]n2)c1,i,i
CN(C)CCNC(=O)C(=O)C1C(=O)Nc2ccccc21 (stereo not given),i,i
Cc1cccc(OC(=O)c2cn(C)nc2C(F)(F)F)c1C,i,i
CCCCN(C(=O)CN1CCOCC1)c1c(N)n(CC(C)C)c(=O)[nH]c1=O,i,i
COc1cc([N+](=O)[O-])ccc1NC(=O)CCN1C(=O)C2C3CCC(C3)C2C1=O (stereo not given),i,i
CCOC(=O)c1cnc2nc(SCc3ccccc3Cl)[nH]n2c1=O,i,i
O=C(CN1CCOCC1)N1CCCc2ccccc21,i,i
Cn1c(SCCS(=O)(=O)c2ccc(Cl)cc2)nnc1-c1ccccc1,i,i
Cn1cc(Cl)c(C(=O)NNC(=S)NC2CCCCC2)n1,i,i
O=C(c1cc(COc2ccc(F)cc2Cl)on1)N1CCCCC1c1cccnc1 (stereo not given),i,i
COc1ccc(N2CCN(C(=O)c3cccc(NC4=NC5CS(=O)(=O)CC5S4)c3)CC2)cc1 (stereo not given),i,i
CCc1ccc(N(C(=O)c2csnn2)C(C(=O)NC2CCCC2)c2cccnc2)cc1 (stereo not given),i,i
Cc1ccc(C)c(NS(=O)(=O)c2c(C)nn(C)c2C)c1,i,i
CCN(CC)CCNc1ncnc2c1sc1nc(N3CCOCC3)c3c(c12)CCCC3,i,i

# Part of the list above in order of number of heavy atoms, largest number first.
SMILES,CHT block,CHT PAM
COC(=O)c1cccnc1-n1c(=O)c2cccnc2n(CC(=O)Nc2ccc(Br)cc2)c1=O,i,i
O=S(=O)(c1ccccc1)N(CC(O)CN1CCCCC1)c1ccccc1 (stereo not given),i,i
CN(C)CCNC(=O)C(=O)C1C(=O)Nc2ccccc21 (stereo not given),i,i

# More compounds follow.
SMILES,CHT block,CHT PAM
O=C(Nc1ccc(Cl)cc1)N(Cc1cccs1)Cc1cccs1,i,i
CN1c2ccccc2N(C)C1(C)c1ccccc1,i,i
Cc1ccc2c(c1)sc1nc(=O)n(-c3ccc(Cl)c(Cl)c3)c(=O)n12,i,i
COc1ccc(N2CCN(C(=O)CCNC(=O)c3ccc(Br)cc3)CC2)cc1,i,i
O=C1c2cccc3cccc(c23)C(=O)N1c1cccnc1,i,i
C/C(=N\NC(=O)c1nnn(-c2nonc2N)c1C(C)C)c1ccc2ccccc2c1,i,i
COc1ccc2c(c1)O/C(=C\c1ccco1)C2=O,i,i
COc1cc2c3c(c1)C(C)=CC(C)(C)N3C(=O)C2=O,i,i
Cn1ncc(Br)c1C(=O)N1CCc2ccccc21,i,i
O=C1[C@@H]2C(Cc3ccc(O)cc3)NC3(C(=O)Nc4ccc(F)cc43)[C@@H]2C(=O)N1c1ccccc1 (stereo not given in full),i,i
O=C(/C=C/c1c(F)cccc1Cl)c1ccc(O)cc1,i,i
Cc1ccc(S(=O)(=O)N2[C@@H](c3ccccc3)C(C(=O)O)=CC[C@H]2c2ccc(C(C)C)cc2)cc1,i,i
CC(C)C(NC(=O)CN1C(=O)c2ccccc2S1(=O)=O)C(C)C,i,i
CC(C)c1ccc(NC(=O)COc2ccc(F)cc2C(=O)c2cnn(-c3ccccc3)c2)cc1,i,i
CCCCC(=Nc1ccccc1OC)C1=C(O)CC(c2ccccc2)CC1=O (stereo not given),i,i
O=C(C1CCCN(S(=O)(=O)c2cccc3cccnc23)C1)N1CCN(c2ccccc2F)CC1 (stereo not given),i,i
COc1ccc(NC(=O)CN(C)CC(=O)Nc2cccc(F)c2)cc1Cl,i,i
COC(=O)C1=C(C)Nc2c(c(=O)n(C)c(=O)n2C)C1c1cccnc1 (stereo not given),i,i
Cn1c(SCC(=O)NCc2ccco2)nnc1-c1ccccc1,i,i
O=C(Nc1ccc2[nH]ccc2c1)c1cccs1,i,i
COc1ccc(CCNC(=O)c2cccs2)cc1,i,i
Cc1[nH]c(C)c(S(=O)(=O)N2CCN(c3cccc(C(F)(F)F)c3)CC2)c1C(=O)N1CCCCC1,i,i
CCn1cc(Br)c(C(=O)Nc2ccc(Cl)c(Cl)c2)n1,i,i
OCCNCCOCCOc1ccccc1-c1ccccc1,i,i
CCn1c(SCC(=O)Nc2nonc2C)nnc1-c1ccco1,i,i

# Whole records, looked up by structure:
# Profile of O=C(N/C(=C\c1cccc([N+](=O)[O-])c1)C(=O)N1CCOCC1)c1ccco1 : CHT block: i; CHT PAM: i
# Profile of Cn1c(SCC(=O)NCc2ccco2)nnc1-c1ccccc1 : CHT block: i; CHT PAM: i

# Next section.
SMILES,CHT block,CHT PAM
CC1CCCC(C)N1S(=O)(=O)c1ccc(S(=O)(=O)NCCc2ccncc2)cc1 (stereo not given),i,i
Oc1ccc(N=C/C=C/c2ccc(Br)cc2)cc1-c1nc2ccccc2s1,i,i
O=C(c1cccs1)N1N=C(c2ccccc2)CC1c1ccccc1 (stereo not given),i,i
COc1ccc(NC(=O)CCN2CCCC2)c(OC)c1,i,i
O=C(c1ccco1)N1CCN(Cc2nc3ccc([N+](=O)[O-])cc3c(=O)n2-c2ccccc2F)CC1,i,i
CCNS(=O)(=O)c1ccc(CCC(=O)Nc2ccccc2)cc1,i,i
C=CCc1c(C)nc2c(C(=O)O)cnn2c1C,i,i
Nc1nc2n(n1)C(c1ccco1)CC(c1ccc(Cl)c(Cl)c1)N2 (stereo not given),i,i
Cc1cc(CNC(=O)C2CCC(=O)N(Cc3ccccc3F)C2)nn1C (stereo not given),i,i
O=C(NN1C(=O)CSC1=S)C(=O)NN1C(=O)CSC1=S,i,i
O=C(NC1CCS(=O)(=O)C1)c1cccnc1 (stereo not given),i,i
CN(C)S(=O)(=O)Oc1ccsc1C(=O)Nc1cccc(Cl)c1,i,i
COc1ccc(C2SCCN2S(=O)(=O)c2ccccc2)cc1OC (stereo not given),i,i
CCS(=O)(=O)N1CCN(c2ccc([N+](=O)[O-])c(NCc3ccccc3)c2)CC1,i,i
CC(=C1C(=O)c2ccccc2C1=O)N1CCc2ccccc2C1,i,i
C=CCN(C(=O)Nc1ccc(Cl)cc1)C1CC(=O)N(c2ccc(OC)cc2)C1=O (stereo not given),i,i
CCOCCn1c2ccccc2c2nc3ccccc3nc21,i,i
CN(C)c1ccc(N2C(=NC(=O)CC3CCCCC3)SC3CS(=O)(=O)CC32)cc1 (stereo not given),i,i
COc1ccc(CC(=O)NNS(=O)(=O)c2ccccc2[N+](=O)[O-])cc1,i,i
CCOC(=O)Nc1c(C(=O)OC)[nH]c2cccc(OC)c12,i,i
Cc1ccc2nc(N(CCCN(C)C)C(=O)COc3ccc(Cl)cc3)sc2c1,i,i

# Assay outcomes deposited in PubChem by Johns Hopkins Ion Channel Center.
